UBC9 SUMO inh: SUMOylation inhibition; P63279; HTRF SUMOylation assay, SAE1/SAE2 + UBC9, in vitro; inhibition, % at 35 µM; hit rate 0.36% among 290,000; AID 2006; in the data active = inhibition above about 50%, passing the limit was not always enough; also: strong numbers were not always called active
Target sequence (P63279 whole entry, looked up): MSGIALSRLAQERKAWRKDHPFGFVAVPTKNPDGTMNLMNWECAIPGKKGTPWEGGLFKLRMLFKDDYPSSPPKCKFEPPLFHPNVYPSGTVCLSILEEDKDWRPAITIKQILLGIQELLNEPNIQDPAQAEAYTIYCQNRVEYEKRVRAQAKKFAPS
IDE act: boosts human insulin-degrading enzyme activity in HEK cells; P14735; FAbeta-B cleavage, fluorescence polarization; 0% vehicle, 100% cell-free pure enzyme wells; activation, % at 5.96 µM; hit rate 0.073% among 340,000;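 active = activation above the mean of all tested compounds plus 3 SD, set per screening campaign, cut at about 17% in these data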
p-CIP stab down: p/CIP protein destabilization | hit rate 0.01% among 290,000 | decrease of EGFP signal, % at 10 µM | F442A p/CIP-EGFP cells, EGFP fluorescence, 16 h | Q05BA5;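 active = EGFP signal decrease of at least 30% at 10 µM or well 3 SD below plate mean, unless failing retest; inactive = the rest, including hits failing retest or dose response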; also: some compounds called inactive have numbers as strong as hits; many of its hits are not listed in these tables
VIM-2 inh: inhibitors of Pseudomonas aeruginosa VIM-2 metallo-beta-lactamase. AID 1527. purified VIM-2, nitrocefin hydrolysis, epi-absorbance fluorescence. inhibition, % at 5.6 µM. hit rate 0.89% among 290,000;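 active = inhibition above the mean of all tested compounds plus 3 SD, cutoff set per screening run, cut at about 7.5% in these data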;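 also: red hydrolysis product quenches plate fluorescence so inhibitors raise well fluorescence; 0% = enzyme with DMSO and 100% = DMSO without enzyme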
NS3 helicase inh: inhibitors of Hepatitis C virus NS3 helicase; NS3 helicase DNA unwinding, Cy5 molecular beacon fluorescence; inhibition, % at 10.9 µM; hit rate 0.56% among 290,000;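 active = inhibition above the mean of all tested compounds plus 3 SD, set per campaign, cut at about 35% in these data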;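 also: 0% = DMSO wells and 100% = thioflavine S control wells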
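assay system = NS3 helicase fragment of HCV | buffer or medium = MOPS pH 6.5, MgCl2, DTT, Tween20, BSA | timing = 60 min unwinding reaction at 25 °C after ATP addition | signal = Cy5 beacon fluorescence read at start and 1 h | read-out basis = % inhibition of unwinding | control set = low DMSO, high thioflavine S at 110 µM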
CRFR2-BP antag: antagonists of CRF-binding protein/CRF-R2 receptor complex; HEK293 CRF-R2/CRF-BP, CRF-induced calcium fluorescence; hit rate 0.59% among 350,000; inhibition, % at 11.8 µM; AID 588475;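 active = inhibition of the ligand-induced calcium signal above about 50% at the single tested concentration, limit read from the data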
IMP-1 inhibitor: blocks Pseudomonas aeruginosa IMP-1 metallo-beta-lactamase; purified IMP-1, nitrocefin hydrolysis, epi-absorbance fluorescence; inhibition, % at 5.6 µM; hit rate 0.45% among 290,000; AID 1556;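 active = inhibition above the mean plus 3 SD of all compounds in the same screening run, cut at about 4.5% in these data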;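 also: 0% = IMP-1 with DMSO and 100% = DMSO wells lacking enzyme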
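assay system = purified recombinant IMP-1 metallo-beta-lactamase enzyme | schedule = 15 min preincubation plus 25 min reaction at 25 °C | signal = Epi-absorbance fluorescence, 480 nm excitation, 530 nm emission | read-out basis = percent inhibition from optical density relative to buffer-blank wells | controls = IMP-1 with DMSO as 0%, enzyme-free DMSO as 100%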
GalR3 antag: blocks the human galanin receptor 3 | O60755 | HEK293 GalR3-CNG cAMP membrane potential fluorescence; galR3 body fused to GalR1 C-terminus | inhibition, % at 3 µM | hit rate 0.44% among 360,000 | AID 651719;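 active = inhibition above the screen-wide average plus 3 SD, cut at about 13% in these data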;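 also: forskolin and galanin both at EC90 stimulate the cells; cAMP rise reported by CNG channel membrane potential dye signal; 0% = forskolin plus galanin with DMSO and 100% = forskolin alone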
Target sequence (O60755 1-299 limits assumed): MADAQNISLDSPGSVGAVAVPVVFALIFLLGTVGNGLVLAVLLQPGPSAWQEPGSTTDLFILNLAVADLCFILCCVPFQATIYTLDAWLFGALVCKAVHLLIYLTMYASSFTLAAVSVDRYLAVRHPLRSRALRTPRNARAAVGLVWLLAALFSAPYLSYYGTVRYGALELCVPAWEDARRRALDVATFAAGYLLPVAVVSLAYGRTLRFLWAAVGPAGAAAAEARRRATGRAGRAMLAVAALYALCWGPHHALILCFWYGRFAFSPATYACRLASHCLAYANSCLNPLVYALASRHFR
IDE cell inh: inhibits human insulin-degrading enzyme in HEK cells; P14735; FAbetaB cleavage, fluorescence polarization; inhibition, % at 5.59 µM; hit rate 0.41% among 320,000; AID 434962;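 active = percent inhibition above the average of all tested compounds plus 3 SD, set per screening campaign, cut at about 16% in these data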;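 also: IDE supplied by intact live HEK cells; FP after avidin binding of uncleaved biotin substrate so inhibition keeps polarization high; 0% = DMSO wells and 100% = 60 µM reference IDE inhibitor Ii1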
* hit, by the source's call; · = not tested or not shown.

SMILES	UBC9 SUMO inh	IDE act	p-CIP stab down	VIM-2 inh	NS3 helicase inh	CRFR2-BP antag	IMP-1 inhibitor	GalR3 antag	IDE cell inh
COc1ccc(NC(=O)CSc2nc3ccccc3nc2N2CCOCC2)cc1	-2.9	3.0	-6.5	-1.8	-16.9	2.8	-1.1	·	0.9
Clc1cccc(-c2ccc(-c3nc4ccccn4c3NCc3ccccc3)cc2)c1	·	2.9	·	·	·	-0.2	·	-4.8	2.6
Cc1ccccc1N(C(=O)Cc1cccs1)C(C(=O)NC1CCCCC1)c1cn(C)nc1C (stereo not given)	7.8	-1.0	2.9	-0.5	-2.7	-17.6	-1.8	-1.4	-6.5
O=C(Nc1cccc2ncccc12)c1ccc(-c2ccc(Cl)cc2Cl)o1	3.5	8.3	3.2	1.1	-1.3	-35.4	-0.8	4.0	-2.3
CCOc1ccc(CCNC(=O)COC(=O)CNC(=O)c2ccc(Br)o2)cc1OCC	·	3.6	·	·	·	3.9	·	0.1	-0.3
CCCOc1cccc(C(=O)NC(=S)Nc2ccc(N3CCN(C)CC3)cc2)c1	6.9	·	11.0	12.1*	-26.5	-18.3	0.3	7.7	4.8
CC(C)(C)NC(=O)CC1C[C@H](C(=O)N2CCCCC2)[C@@]2(C)c3[nH]c4ccccc4c3CCN2C1=O (stereo not given in full)	·	6.2	·	·	·	22.5	·	-2.2	-3.0
O=C(NCCCNC(=O)c1ccco1)c1cccc(F)c1	4.3	-1.0	-9.8	-3.0	11.1	2.5	-5.4	-7.5	8.9
COc1ccc(Cl)cc1NC(=S)NNC(=O)c1cccs1	-5.1	0.5	7.2	-2.4	9.0	-5.7	-3.9	-4.4	7.4
COc1cc(/C=N/S(=O)(=O)c2ccccc2)cc(OC)c1O	0.7	3.0	1.5	-1.6	3.9	-5.0	-1.1	14.5*	-1.5
CC(C)CC(=O)Nc1ccc2c(c1)nc(CCN1CCOCC1)n2C	5.4	4.5	5.1	-1.7	6.1	-6.3	-4.3	-13.0	4.5
COCCn1c(N)c(C(=O)NCC2CCCO2)c2nc3ccccc3nc21 (stereo not given)	90.7*	-6.2	3.4	0.2	15.2	26.3	-3.7	-4.2	-0.6
CCCOc1ccc(-c2cc(C(=O)NCC3CCCO3)c3ccccc3n2)cc1 (stereo not given)	26.4	-1.5	-5.7	-2.0	-5.5	-3.3	-1.2	-1.9	4.4
N#CC(C#N)=c1ccc2c(c1)N1C3=C(CCCC3)CC3CCCCC31N=2 (stereo not given)	-39.9	8.1	-54.3	0.4	1.9	-14.3	0.1	3.5	4.7
O=C(NCC1CCN(Cc2ccc(Cl)cc2)CC1)C1CCCN(c2ncnc3c2nc2n3CCCCC2)C1 (stereo not given)	1.5	3.2	2.6	0.3	-52.0	-11.1	-3.2	61.7*	3.2
COCCCNC(=O)/C(C#N)=C/c1c(N2CCN(c3ccccc3)CC2)nc2c(C)cccn2c1=O	12.1	1.4	-10.2	2.6	-21.0	0.6	-0.9	-9.5	-4.0
CCOC(=O)c1cccc(N2C(=O)C3C4C=CC(CC4)C3C2=O)c1 (stereo not given)	-0.6	0.8	-9.5	2.1	15.7	-12.9	2.2	-5.7	-9.5
COc1ccc(-c2nc(CSCC(=O)NCCCN3CCCC3=O)c(C)o2)cc1OC	11.4	3.6	1.6	-2.0	-1.5	0.1	-1.3	-6.8	-5.2
CN1CCN(c2ccc(S(=O)(=O)N3CCCCC3)cc2NC(=O)/C=C/c2ccc(OC(F)F)cc2)CC1	·	4.6	·	·	·	-12.3	·	3.7	-1.6
CCCCCCNc1c([N+](=O)[O-])c(=O)sc2ccccc12	-3.3	-5.3	9.5	-0.4	1.0	7.9	-0.8	-1.9	6.0
COc1ccc(C(=O)Oc2ccc(=O)n(-c3ccccc3)n2)cc1	3.2	4.5	-4.2	-3.0	-1.1	-3.7	-1.1	-3.7	6.8
Cc1nn(-c2ccccc2)c(Cl)c1C(=O)NCCCCNC(=O)c1c(C)nn(-c2ccccc2)c1Cl	-3.1	4.2	-9.7	-1.8	-3.0	8.9	-4.2	10.0	3.9
Cc1c(NC(=O)CN2CCC(C(N)=O)CC2)cccc1[N+](=O)[O-]	-2.1	5.0	-1.7	-3.0	2.5	-3.2	-2.8	-5.9	2.6
O=C(Nc1ccc(S(=O)(=O)Nc2cnc3ccccc3n2)cc1)c1ccc(F)cc1	·	5.4	·	·	·	0.8	·	0.3	5.0
O=C(Nc1nnc(C2=COCCO2)o1)c1ccc(Cl)cc1	3.5	-3.1	17.0	-4.5	-1.7	-18.0	-1.0	-7.7	-0.2
COCCNC(=O)c1onc(CSc2ccc(C)c(C)c2)c1C(=O)O	10.7	-2.9	-7.4	-1.1	15.5	2.5	-1.8	-5.0	6.1
O=C(Cn1cccn1)N1CCCC(N2CCN(c3ccccc3F)CC2)C1 (stereo not given)	13.1	3.9	-1.3	-1.4	0.5	4.3	-0.8	-2.7	1.0
CC(=O)Nc1cccc(NC(=O)COc2nncc3ccccc23)c1	8.6	1.2	-10.4	-2.3	1.7	-20.3	-4.2	4.1	0.2
O=S(=O)(NCCN1CCOCC1)c1ccc(Cl)s1	6.6	7.0	4.2	-3.7	5.7	4.6	-2.4	-9.3	-1.6
CCNc1nc(NCC)n2c(SCC(=O)Nc3ccc(Br)cc3F)nnc2n1	·	0.6	·	·	·	8.7	·	-5.7	-13.8

Structural class, those above containing fluorine
SMILES	UBC9 SUMO inh	IDE act	p-CIP stab down	VIM-2 inh	NS3 helicase inh	CRFR2-BP antag	IMP-1 inhibitor	GalR3 antag	IDE cell inh
O=C(NCCCNC(=O)c1ccco1)c1cccc(F)c1	4.3	-1.0	-9.8	-3.0	11.1	2.5	-5.4	-7.5	8.9
CN1CCN(c2ccc(S(=O)(=O)N3CCCCC3)cc2NC(=O)/C=C/c2ccc(OC(F)F)cc2)CC1	·	4.6	·	·	·	-12.3	·	3.7	-1.6
O=C(Nc1ccc(S(=O)(=O)Nc2cnc3ccccc3n2)cc1)c1ccc(F)cc1	·	5.4	·	·	·	0.8	·	0.3	5.0
O=C(Cn1cccn1)N1CCCC(N2CCN(c3ccccc3F)CC2)C1 (stereo not given)	13.1	3.9	-1.3	-1.4	0.5	4.3	-0.8	-2.7	1.0
CCNc1nc(NCC)n2c(SCC(=O)Nc3ccc(Br)cc3F)nnc2n1	·	0.6	·	·	·	8.7	·	-5.7	-13.8

2 entries from above in another layout.
SMILES | UBC9 SUMO inh | IDE act | p-CIP stab down | VIM-2 inh | NS3 helicase inh | CRFR2-BP antag | IMP-1 inhibitor | GalR3 antag | IDE cell inh
CC(C)(C)NC(=O)CC1C[C@H](C(=O)N2CCCCC2)[C@@]2(C)c3[nH]c4ccccc4c3CCN2C1=O (stereo not given in full) | · | 6.2 | · | · | · | 22.5 | · | -2.2 | -3.0
CN1CCN(c2ccc(S(=O)(=O)N3CCCCC3)cc2NC(=O)/C=C/c2ccc(OC(F)F)cc2)CC1 | · | 4.6 | · | · | · | -12.3 | · | 3.7 | -1.6

The listing continues.
SMILES	UBC9 SUMO inh	IDE act	p-CIP stab down	VIM-2 inh	NS3 helicase inh	CRFR2-BP antag	IMP-1 inhibitor	GalR3 antag	IDE cell inh
COC(=O)c1ccc(C2NC(=S)N(c3ccccc3)C(C)=C2C(=O)Nc2ccccc2OC)cc1 (stereo not given)	-18.7	1.9	1.3	-0.9	-1.9	-6.9	-3.7	-6.4	1.9
N#CCSc1nnc2ccc3ccccc3n12	21.8	6.9	6.2	4.9	-0.8	15.6	-1.5	-3.0	0.0
O=C(CCC1CCCN(C(=O)C2CCCC2)C1)NCc1ccc(F)c(F)c1 (stereo not given)	15.8	0.6	1.9	-0.3	-1.9	4.0	-2.8	-2.9	-3.5
S=C(c1cn(CCOc2ccccc2)c2ccccc12)N1CCCC1	-5.0	-2.1	-6.4	-1.1	-24.1	-3.4	-0.2	-2.5	-3.8
COc1ccc(N2C(=O)CC(c3ccc([N+](=O)[O-])cc3)C2=O)cc1 (stereo not given)	-0.7	0.0	-0.9	-0.8	-5.0	63.4*	-2.0	-10.1	2.8
O=C(NC12CC3CC(CC(C3)C1)C2)c1ccc(-c2ccc(Br)cc2)o1	-7.5	4.2	1.2	-1.3	16.2	-87.3	-3.4	0.7	-0.1
CCCS(=O)(=O)c1nc(S(=O)(=O)c2ccc(C)cc2)c(N2CCC(C)CC2)s1	1.7	5.0	-14.5	-1.7	-3.6	1.9	-1.8	-2.1	-0.2
Cc1ccc(-c2nnn(CC(=O)N(CCO)C(C(=O)NC(C)(C)C)c3ccncc3)n2)cc1 (stereo not given)	18.3	6.6	-13.0	2.7	5.2	2.4	1.3	·	-0.4
Cc1ccc(S(=O)(=O)N(C)C)cc1NC(=O)COC(=O)CCC1CCCCC1	·	0.1	·	·	·	-5.5	·	-2.3	1.1
CCOC(=O)c1c(N/N=C/c2ccncc2)n[nH]c1C	12.3	4.2	-1.0	-2.3	-1.4	13.4	-0.1	-1.9	-6.9
O=C(N/N=C/c1cc([N+](=O)[O-])ccc1N1CCNCC1)c1ccc([N+](=O)[O-])cc1	26.4	2.2	4.4	-2.0	-15.4	-11.9	-1.8	-4.8	-4.9
Cc1ccc(CNC(=O)C2CCN(S(=O)(=O)c3c(C)noc3C)CC2)cc1	33.0	1.0	-19.0	-0.2	-9.1	-7.9	-3.6	0.2	3.5
COc1ccc(Cl)cc1C(=O)Nc1ccccc1N1CCN(C(=O)C(C)C)CC1	-23.5	2.1	6.2	-1.8	-12.7	-66.9	-1.0	-0.8	-4.8
O=C1c2ccccc2NC(c2ccccc2O)N1O (stereo not given)	-8.1	-0.4	-9.1	-1.4	15.3	-16.7	-1.1	-9.5	2.6
CN(C)C(=S)SCCn1c(N)nc(N(C)C)nc1=O	18.9	0.6	-8.7	0.0	-3.5	28.4	0.0	-5.0	6.5
Cn1nnc2cc(NC(=O)Nc3cccc(Cl)c3)ccc21	-12.1	-1.9	9.9	-2.1	-1.5	-0.5	-2.0	-9.4	1.1
Cc1c(C(=O)Nc2ccc3c(c2)OCO3)oc2ccccc12	3.0	7.4	-2.0	-1.9	-4.1	1.3	-2.5	-2.1	0.2
COc1cccc(NC(=O)N2CCCC2C(=O)NCc2ccccc2)c1 (stereo not given)	-15.7	2.4	3.0	-2.2	-0.2	-3.9	1.0	-3.1	0.9
CCC(C(=O)Nc1ccc(S(=O)(=O)Nc2ncccn2)cc1)c1ccccc1 (stereo not given)	-7.5	1.2	-2.6	-1.5	9.2	3.1	-3.3	-9.0	5.9
CN(C)S(=O)(=O)N1CCN(c2ccc([N+](=O)[O-])c(N3CCCCC3)c2)CC1	-12.9	-2.8	-3.7	-0.5	-3.6	9.7	-1.7	5.5	-7.1
Cc1cc(-c2nn(-c3ccccc3F)cc2CNCCc2cnccn2)c(C)s1	7.3	-5.0	3.0	-2.3	-18.8	-2.9	-1.9	-8.0	1.7
OCCC1CN(Cc2cn[nH]c2C2CCCCC2)CCN1C1CCCCC1 (stereo not given)	15.6	-3.0	-2.6	-1.9	-3.6	-7.6	-3.4	-3.0	0.7

Hits appear at their usual frequency; 3.2% or so of the library scored in one or more.
